Screens deposited in PubChem BioAssay by National Center for Advancing Translational Sciences (NCATS).
GLS inhibitor = glutaminase GLS (human) inhibition; GLS enzymatic activity, qHTS titration; Potency, µM (doses to about 45.5 µM), without a hit: at the highest dose activity change, negative = inhibition, hits mostly inhibitors; 410,000 compounds, 0.21% hits; note: potency is the fitted concentration of half-maximal effect; % is set by controls: 0 for no effect and ±100 for the full control effect
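Enzyme dispensed in phosphate buffer (45 mM, pH 8.2, 0.02% Tween-20), compounds pinned in, then 1 mM L-glutamine solution and the glutamate oxidase–HRP–Amplex Red mix added; fluorescence read immediately and again after 30 min at room temperature.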
rTrxR1 inhibitor = blocks rat thioredoxin reductase 1; O89049; recombinant rTrxR1, NADPH fluorescence consumption, selenite substrate; Potency, µM (top dose mostly 114 µM), without a hit: at the highest dose activity change, negative = inhibition, most hits filed as inhibitors; 390,000 compounds, 1% hits; AID 588453; note: potency is the fitted concentration of half-maximal effect; % is set by controls: 0 for no effect and ±100 for the full control effect; nearly all actives have a fitted effect of over 65% in size
Target sequence (O89049 whole entry, looked up): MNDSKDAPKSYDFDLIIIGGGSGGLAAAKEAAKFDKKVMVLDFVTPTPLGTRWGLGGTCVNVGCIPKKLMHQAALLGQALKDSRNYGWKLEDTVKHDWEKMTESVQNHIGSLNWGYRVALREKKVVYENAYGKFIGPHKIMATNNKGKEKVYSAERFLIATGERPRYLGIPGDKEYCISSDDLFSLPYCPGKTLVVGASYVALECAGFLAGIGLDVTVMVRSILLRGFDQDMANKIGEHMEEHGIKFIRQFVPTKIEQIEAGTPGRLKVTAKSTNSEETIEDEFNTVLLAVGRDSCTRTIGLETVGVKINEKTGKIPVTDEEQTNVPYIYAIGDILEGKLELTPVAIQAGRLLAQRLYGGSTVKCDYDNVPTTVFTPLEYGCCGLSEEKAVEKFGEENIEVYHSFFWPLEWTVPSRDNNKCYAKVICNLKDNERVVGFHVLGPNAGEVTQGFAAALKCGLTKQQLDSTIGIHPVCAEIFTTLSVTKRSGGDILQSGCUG
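Rat TrxR1 (90 nM in the dispensed reagent) was pre-reduced with 400 uM NADPH for 5 min at room temperature, then incubated with compound for 15 min. After 400 uM selenite was added, NADPH fluorescence (Ex 340/Em 450 nm) was followed for 8 min.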
PI4K2A block = blocks human PI4K2A kinase activity | Q9BTU6 | purified PI4K2A, ADP-Glo luminescence, 1 h; hits give low values | activity change, negative = inhibition, % at 76.9 µM | 420,000 compounds, 0.13% hits; in the data active = activity change below about -50%; inconclusive = mostly about -30% to -49%;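 note: -100% = wells without enzyme as full effect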
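Compounds are screened against recombinant PI4K2A using PI as substrate and ATP, the latter dispensed at 300 microM. Reactions run one hour at ambient temperature before ADP-Glo detection; full inhibition defined by wells lacking enzyme.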
USP1 inh = inhibitors of human USP1/UAF1 deubiquitinase; O94782; recombinant USP1/UAF1, Ub-Rhodamine cleavage fluorescence; Potency, µM (highest dose often 57.1 µM), without a hit: at the top dose activity change, negative = inhibition, usual class: inhibitors; 390,000 compounds, 0.23% hits; note: potency is the fitted concentration of half-maximal effect; % is set by controls: 0 for no effect and ±100 for the full control effect; nearly all actives have a fitted effect of over 60% in size; inactives centre near -12
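USP1/UAF1 complex (1 nM) preincubated 15 min at room temperature with compound, then Ub-Rho substrate (150 nM final) added. Kinetic fluorescence at 480/540 nm over 6 reads at 60 s intervals; 50 mM HEPES pH 7.8, 0.5 mM EDTA, 0.1 mg/ml BSA, 1 mM TCEP, 0.01% Tween-20.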
Pin1 inh = inhibitors of human Pin1. 390,000 compounds, 0.009% hits. Q13526. Pin1 FP peptide displacement, HiFluor488, 10 min. Potency, µM (doses to about 115 µM), for the others: at the highest dose activity, negative = inhibition, actives largely listed as inhibitors; active = well fitted inhibition curve with a large enough effect in the polarisation, with a control signal flat, not every such curve was filed as active; inconclusive = small, poorly fitted or top-dose-only effect, or effect the other way, or a change in a side signal; inactive = no such curve, though single readings can be large or run the other way; the % refers to the polarisation; note: potency is the fitted concentration of half-maximal effect; % is set by controls: 0 for no effect and ±100 for the full control effect
Target sequence (Q13526 whole entry, looked up): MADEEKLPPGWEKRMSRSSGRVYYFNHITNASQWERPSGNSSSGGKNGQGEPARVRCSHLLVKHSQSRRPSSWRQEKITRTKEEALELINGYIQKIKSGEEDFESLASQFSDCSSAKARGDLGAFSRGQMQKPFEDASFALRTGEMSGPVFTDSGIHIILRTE
mIDH1 inhibitor = inhibitors of human mutant IDH1 R132H | IDH1-R132H enzyme, NADPH consumption, diaphorase/resazurin fluorescence | Potency, µM (titrated, usually from 76.6 µM), without a hit: top-dose activity change, negative = inhibition, actives largely listed as inhibitors | 390,000 compounds, 0.093% hits | AID 602179; note: potency is the fitted concentration of half-maximal effect; % is set by controls: 0 for no effect and ±100 for the full control effect; nearly all actives have a fitted effect of over 65% in size
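IDH1-R132H (0.5 ug/mL dispensed) in pH 7.5 Tris buffer was preincubated 30 min with compound, then given a substrate mix of 0.016 mM NADPH and 2 mM alpha-KG for 80 min at room temperature; remaining NADPH was read by diaphorase/resazurin fluorescence.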
HP1b chromo inh = inhibitors of HP1-beta chromodomain binding to methylated histone tails | P83916 | AlphaScreen HP1-beta / biotin-H3K9me3 peptide binding | Potency, µM (top dose mostly 114 µM), for the others: at the highest dose activity change, negative = inhibition, hits mostly inhibitors | 390,000 compounds, 0.56% hits | AID 540317; note: potency is the fitted concentration of half-maximal effect; nearly all actives have a fitted effect of over 70% in size; inactives centre near 23
Target sequence (P83916 whole entry, looked up): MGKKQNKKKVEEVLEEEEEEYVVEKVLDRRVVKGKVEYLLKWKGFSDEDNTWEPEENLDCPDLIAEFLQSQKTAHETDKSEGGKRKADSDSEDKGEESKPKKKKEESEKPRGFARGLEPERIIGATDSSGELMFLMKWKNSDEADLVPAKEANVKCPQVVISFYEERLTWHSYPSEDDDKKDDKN
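HP1-beta protein (50 nM final) preincubated 30 min at room temperature with biotinylated H3(1-18)K9me3 peptide (50 nM) in PBS pH 7.4, 0.01% Tween-20, then compound added for 30 min. AlphaScreen streptavidin donor/nickel chelate acceptor beads (10 ug/mL final), 30 min dark, luminescence read.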
TrxR1 substrate = is turned over as a substrate by rat TrxR1 | purified TrxR1 substrate turnover, NADPH consumption readout | Potency, µM (series often up to 114 µM), without a hit: at the highest dose activity change, negative = substrate turnover | 390,000 compounds, 0.01% hits | AID 588456; note: potency is the fitted concentration of half-maximal effect; % is set by controls: 0 for no effect and ±100 for the full control effect; nearly all actives have a fitted effect of over 50% in size
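Rat TrxR1, dispensed at 90 nM, was prereduced with 400 uM NADPH (final) for 5 min at ~22 deg C, then incubated with compound 15 min before 400 uM selenite. A first-read NADPH fluorescence drop versus no-compound background flagged substrates.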
Tb PGK inh = T. brucei PGK inhibition; P07378; PGK/GAPDH coupled, Kinase-Glo luminescence, 60 min; Potency, µM (top dose mostly 57.5 µM), inactives show at the top dose activity change, negative = inhibition, actives largely listed as inhibitors; 380,000 compounds, 0.043% hits; AID 602233; note: potency is the fitted concentration of half-maximal effect; % is set by controls: 0 for no effect and ±100 for the full control effect; nearly all actives have a fitted effect of over 60% in size
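Recombinant glycosomal PGK reaction used 1,3-bisphosphoglycerate generated in-well by GAPDH (100nM final) in 100mM TEA pH 7.6, 5mM MgCl2, 0.01% Tween-20. After 60 minutes at room temperature, ATP was read by Kinase-Glo Plus luminescence end-point.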
Active calls of the source: *; i = inactive; ? = inconclusive; · = not tested or not shown; & = joins results of further samples; [ ] = remark or other dose. Unless noted, calls come from the whole dose curve; as a rule, active = well fitted curve in the direction sought with a large enough effect; inconclusive = small, poorly fitted or top-dose-only effect, or another doubt; inactive = no such curve, though single readings can be large; an effect the other way counts as inactive or inconclusive. Not all compounds are listed; rates above refer to the full screens.

item	HP1b chromo inh	Pin1 inh	TrxR1 substrate	PI4K2A block	Tb PGK inh	USP1 inh	mIDH1 inhibitor	GLS inhibitor	rTrxR1 inhibitor	SMILES
1	81%[activator]	16%	6%	-5	·	-15%	6%	5%	14%	CCOc1ccc(C(=O)NCCN2CCCC2)cc1
2	-1%	1%	-1%	0	3%	-9%	-1%	14%	15%	CCOC(=O)N1CCN(S(=O)(=O)c2ccc(C(=O)N(CCN(C)C)c3nc4ccc(CC)cc4s3)cc2)CC1
3	12%	2%	-2%	-9	-15%	-9%	-17%	9%	13%	Cc1ccc(NC(=O)c2ccc3nc[nH]c3c2)nc1
4	31%	2%	-5%	-12	6%	-1%	-18%	-8%	7%	CCOc1ccccc1N(C)C(=O)Cn1nc(Cc2ccncc2)c2ccccc2c1=O
5	13%	0%	2%[57.1 µM]	3	i	-3%	2%	13%	14%[57.1 µM]	COc1ccc(N2CC(O)=C(c3nc(-c4ccc(F)cc4)cs3)C2=N)cc1
6	17%	16%	106%[activator]	-5	-7%	-17%	-6%	-13%	158%[activator]	Cc1nc2cc(-c3ccc(Cl)cc3)nn2c(C)c1CCC(=O)NC(C)c1ccc2c(c1)OCCO2 (centres undefined)
7	-8%	0%	1%[57.1 µM]	1	2%	-6%	15%	-14%	15%[57.1 µM]	O=C(COc1ccc(S(=O)(=O)N2CCCC2)cc1)Nc1ccc2c(c1)OCCO2
8	59%[activator]	3%	31%[activator]	1	4%	?	-4%	-1%	-16%	CCOc1ccccc1/C=C/c1onc(C)c1S(=O)(=O)N1CCC(C(=O)NC(C)C)CC1
9	-5%	-17%	-2%[57.1 µM]	7	i	-26%	-14%	0%	12%[57.1 µM]	CCC(=O)N1c2ccccc2CC1C(=O)NCCN1CCN(c2cccc(Cl)c2)CC1 (centres undefined)
10	23%	-2%	6%	-9	i	-24%	2%	5%	3%	Fc1ccc(F)c(C2=NNC(=NCC3CCCO3)SC2)c1 (centres undefined)
11	·	·	·	6	10%	3%	3%	2%	·	CCCCc1c(O)nc(SCC(=O)Nc2ccc(OC)cc2)n(-c2ccc(C)c(C)c2)c1=O
12	?	13%	-10%	-1	i	-6%	4%	15%	3%	CCN(Cc1ccccc1)c1ccc(/C=N/NS(=O)(=O)c2ccc(C)c([N+](=O)[O-])c2)cc1
13	29%	1%	1%	-2	-3%	9%	0%	1%	21%	CCOC(=O)N1CCN(C(=O)c2cc(C)no2)CC1
14	21%	2%	-2%[57.1 µM]	-4	10%	-5%	-1%	-9%	7%[57.1 µM]	COc1ccc(/C(CC2(O)C(=O)Nc3ccccc32)=N\O)cc1 (centres undefined)
15	21%	-5%	5%	-2	8%	3%	3%	9%	27%	c1ccc(CSCCc2ccncc2)cc1
16	44%[activator]	1%	6%[57.1 µM]	6	-3%	-17%	6%	-14%	5%[57.1 µM]	CCOc1ccccc1C1NC(=O)c2ccccc2O1 (centres undefined)
17	24%	-3%	-3%[57.1 µM]	6	1%	-8%	0%	8%	-1%[57.1 µM]	O=C(O)CC(NC(=O)c1ccc2c(c1)OCO2)c1cccc([N+](=O)[O-])c1 (centres undefined)
18	15%&52%	21%&3%	5%&0%	0&5	2%&2%	3%&-16%	8%&3%	6%&1%	37%&8%	COc1ccc(Cn2c(CCC(=O)Nc3ccc(C)c(C)c3)nc3cccnc32)cc1
19	20%	0%	-3%[57.1 µM]	0	i	-16%	2%	0%	12%[57.1 µM]	CCOc1ccc(S(=O)(=O)N2CCOCC2)cc1NC(=O)CSCC(=O)Nc1cccc(C)c1
20	20%	2%	-12%[57.1 µM]	0	i	-23%	0%	2%	-1%[57.1 µM]	O=C1C2ON(c3ccccc3)C(c3ccccc3F)C2C(=O)N1c1ccccc1 (centres undefined)
21	-1%	-3%	2%	-1	4%	-19%	6%	-9%	16%	Cc1cc(N2CCN(c3ccccc3)CC2)nc(N2CCOCC2)n1
22	2%	6%	-11%	3	-10%	-12%	-2%	-5%	-6%	CCOC(=O)C1=C(COC(=O)c2cc(Br)c(Br)s2)NC(=O)NC1C (centres undefined)
23	-3%	0%	-9%	4	-8%	-15%	5%	27%	-2%	[O-]/[N+](=C/c1cccnc1)c1ccc(Br)cc1
24	-7%	3%	-10%[57.1 µM]	-8	-4%	1%	0%	-1%	-28%[57.1 µM]	Cc1ccc(C)c(N2N=C(C(=O)NCCN3C(=O)S/C(=C\c4cccnc4)C3=O)CCC2=O)c1
25	?	-1%	-10%	-1	1%	-15%	-8%	9%	-16%	S=C(Nc1ccc(OCc2ccccc2)cc1)Nc1cccc(Cl)c1Cl
26	27%	-10%	4%	4	-7%	-15%	5%	-6%	1%[57.1 µM]	CC(C)CNC(=O)c1ccccc1C(=O)NC1(C(=O)NCC(C)C)CCCC1
27	16%	0%	-7%	-5	·	-9%	0%	?	-10%	CN(C)C(/C=C/Nc1ccccc1F)=C(C#N)C#N
28	12%	?	5%	-12	-8%	?	6%	20%	-22%	Cc1ccc(S(=O)(=O)Nc2cc(C)cn(Cc3ccc(F)cc3)c2=O)cc1
29	34%	?	8%	-1	7%	-30%	-3%	1%	37%[activator]	COc1ccc(C2=NOC(Cn3nc(-c4ccccc4)cc3C(=O)NCc3ccc(C)cc3)C2)cc1 (centres undefined)
30	51%[activator]	20%	-4%	1	i	?	3%	-4%	3%	CSc1ccccc1C(=O)N(C)C(c1ccccc1)c1ccccc1
31	-6%	-5%	9%[57.1 µM]	-7	4%	-13%	-2%	55%[activator]	6%[57.1 µM]	O=C(CCC1CCCC1)N1CCN(C(=O)COc2ccccc2)CC1
32	·	·	·	-2	3%	1%	0%	7%	·	COc1ccc(N=C2SCC(=O)N2C)cc1
33	12%	5%	9%[57.1 µM]	3	-2%	-19%	-4%	21%	12%[57.1 µM]	CC(=O)Nc1ccc(NC2(C)C(=O)c3ccccc3C2=O)cc1
34	27%	3%	61%[activator]	-2	2%	-2%	1%	7%	-10%	O=C(CSc1ccccc1)Nc1nnc(/C=C/c2ccccc2)s1
35	25%	-4%	8%	-2	-3%	-9%	2%	-1%	25%	CC1CCCCN1C(=O)Cn1c(=O)n(CCC(=O)NCc2ccco2)c(=O)c2sccc21 (centres undefined)
36	48%[activator]	?	4%	2	6%	-21%	-2%	-1%	7%	CN(CCC1CCOCC1)C(=O)CC1C(=O)NCCN1Cc1ccoc1 (centres undefined)
37	28%	-7%	1%	0	-7%	-22%	6%	2%	14%	C=CCc1ccccc1OCC(O)CNC1CCCC1 (centres undefined)
38	79µM*	18%	-1%[57.1 µM]	-4	-2%	-14%	17%	?	2%[57.1 µM]	O=S(=O)(Nc1c(O)ccc2ccccc12)c1cccc2ccccc12
39	11%	8%	-1%	-2	0%	3%	7%	-7%	6%[57.1 µM]	CCN(C(=O)COc1ncnc2ccccc12)C1CCCCC1
40	18%	-3%	-6%	1	10%	-5%	4%	-3%	-9%	COc1cc(OC)c(NC(=O)C(=O)CC(=O)c2ccc(C)cc2C)cc1Cl
41	?	41%[activator]	4%[11.4 µM]	-4	-28%	-7%	0%	6%	-4%[11.4 µM]	NC(=O)c1ccc(NC(=O)COC(=O)c2cc3c(s2)CCC3)cc1
42	19%	44%[activator]	4%	2	-5%	-24%	0%	-1%	13%	CCOc1cccc(C2Oc3nc(SC)nnc3-c3ccccc3N2C(C)=O)c1OC (centres undefined)
43	?	?	8%[57.1 µM]	2	-1%	-12%	2%	-2%	?	Cc1c(-c2ccccc2)cn2c1-c1ccc(C)n1CC2
44	33%	-2%	3%	-1	2%	-10%	1%	-5%	17%	CC(=O)/C(C=Nc1noc(C)c1Br)=C(\C)O
45	75%[activator]	5%	7%	-4	1%	-26%	5%	3%	19%	Brc1ccc(COc2cccc3cccnc23)cc1
46	37%	6%	0%	-5	i	9%	22%	5%	6%	COc1ccc(CCNC(=O)c2cccc(-n3c(C)nc4cccnc43)c2)cc1OC
47	31%	-1%	3%	2	7%	-12%	-6%	13%	27%	CCOCCCNC(=O)c1ccc2c(=O)n(Cc3ccc(OC)cc3)c(=O)[nH]c2c1
48	6%	7%	-4%	-3	-10%	-8%	5%	5%	-6%	CCN(NC(=O)C(O)(c1ccccc1)c1ccccc1)C(=O)c1ccccc1
49	17%[57 µM]	3%	-6%[57.1 µM]	-1	i	?	22%	13%	1%[57.1 µM]	CC1CCN(c2csc3ccc(F)cc3c2=O)CC1
